Efflux pump mplx: inhibitors of Candida antifungal efflux pumps expressed in yeast. S. cerevisiae Candida pump triplex, Nile Red efflux. inhibition, % at 10 µM. hit rate 0.44% among 330,000. AID 485275;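 active means plate passing quality check with inhibition over a set limit, or well fluorescence over plate mean plus 4 SD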;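 further: Nile Red retained in pooled yeast measured as flow cytometry median fluorescence; 0% = buffer negative control and 100% = Enniatin B positive control; higher means more Nile Red kept so more efflux inhibition; some compounds called inactive have numbers as strong as hits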
PP1 inh: PP1-alpha (human) inhibition in PP5 counter-screen; P62136; purified PP1alpha, OMFP fluorescence; inhibition, % at 6.7 µM; hit rate 0.9% among 320,000;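 active means inhibition above the mean inhibition of all tested compounds plus 3 SD, computed separately for each screening campaign, cut at about 15% in these data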
Target sequence (P62136 whole entry, looked up): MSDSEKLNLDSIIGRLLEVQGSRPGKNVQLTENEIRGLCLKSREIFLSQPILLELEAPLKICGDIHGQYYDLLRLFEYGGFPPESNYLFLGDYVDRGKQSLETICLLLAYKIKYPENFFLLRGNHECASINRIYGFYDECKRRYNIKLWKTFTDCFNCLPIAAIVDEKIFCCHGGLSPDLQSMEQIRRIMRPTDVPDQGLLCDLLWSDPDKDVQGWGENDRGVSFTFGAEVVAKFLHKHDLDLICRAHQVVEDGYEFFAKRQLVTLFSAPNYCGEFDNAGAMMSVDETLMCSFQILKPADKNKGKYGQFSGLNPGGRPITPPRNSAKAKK
HCV core dimer: HCV core protein dimerization inhibition | TR-FRET GST/Flag-core106 dimerization, 1536-well | inhibition, % at 5 µM | hit rate 0.33% among 300,000;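 active means inhibition above the mean of all tested compounds plus 3 SD, set per screening campaign, cut at about 45% in these data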
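Material: Tagged HCV core106 pair (GST and Flag) | Amount: GST-core106 13.5 nM, Flag-core106 17 nM | Medium: KF-containing HEPES buffer, pH 7.45, DTT, CHAPS, BSA | Reagent: Eu donor and XL665 acceptor anti-tag antibodies | Schedule: 4 h at 22.5 °C | Technique: Time-resolved FRET, ex 340 nm, em 617 and 671 nm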
PREPL inh: inhibitors of human prolyl oligopeptidase-like enzyme PREPL; Q4J6C6; recombinant PREPL, fluorescence polarization activity-based probe; inhibition, % at 5.96 µM; hit rate 0.68% among 320,000; in the data active means inhibition above about 43%;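 further: 0% = enzyme with DMSO and 100% = wells lacking enzyme; many of its hits are not listed in these tables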
JMJD2C inh: inhibitors of human GASC-1 (JMJD2C) demethylase | AID 2099 | hit rate 0.069% among 330,000 | GST-JMJD2C(1-420) H3K9me3 demethylation, DELFIA europium | inhibition, % at 2.35 µM | Q9H3R0;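 active means more than half of a compound's replicate wells show inhibition beyond 50%, single wells judged on their own value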;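 further: signal counts dimethyl H3K9 product captured on neutravidin plate; 0% = median of DMSO wells and 100% = 0.3 times that DMSO median; strong numbers were not always called active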
Fh CTSL1 inh: counter-screen for PFM18AAP inhibitors: inhibitors of F. hepatica cathepsin L1 | inhibition, % at 5.96 µM | AID 1906 | hit rate 0.49% among 300,000 | recombinant F. hepatica cathepsin L1, Z-Leu-Arg-MCA fluorescence;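 active means inhibition above the mean of all tested compounds plus 3 SD, set per screening campaign, cut at about 17% in these data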;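 further: 0% = plate median of test compound wells and 100% = 1 µM Z-Phe-Ala-diazomethylketone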
LYPLA2 counter: blocks human lysophospholipase 2, a PME1 counter-screen. O95372. recombinant LYPLA2, FP-Rh probe fluorescence polarization. inhibition, % at 5.9 µM. hit rate 0.38% among 320,000. AID 2177;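 active means inhibition above the screen-wide mean plus 3 SD, limit set per campaign, cut at about 26% in these data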;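 further: 0% = LYPLA2 with DMSO and 100% = wells lacking LYPLA2 enzyme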
Target sequence (O95372 whole entry, looked up): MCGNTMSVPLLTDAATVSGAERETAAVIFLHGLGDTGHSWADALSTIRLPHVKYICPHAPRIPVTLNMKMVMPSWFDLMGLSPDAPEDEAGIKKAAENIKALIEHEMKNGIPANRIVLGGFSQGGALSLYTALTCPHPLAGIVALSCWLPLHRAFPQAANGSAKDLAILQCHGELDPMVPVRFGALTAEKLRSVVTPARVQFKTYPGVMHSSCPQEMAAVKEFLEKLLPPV
PP5 primary: PP5 (human) phosphatase inhibition. P53041. purified PP5c, OMFP substrate fluorescence. inhibition, % at 6.7 µM. hit rate 0.18% among 320,000;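 active means inhibition above the campaign's mean inhibition across all tested compounds plus 3 SD, cut at about 9.5% in these data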;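 further: 0% = DMSO only and 100% = 100 µM cantharidin control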
Target sequence (P53041 whole entry, looked up): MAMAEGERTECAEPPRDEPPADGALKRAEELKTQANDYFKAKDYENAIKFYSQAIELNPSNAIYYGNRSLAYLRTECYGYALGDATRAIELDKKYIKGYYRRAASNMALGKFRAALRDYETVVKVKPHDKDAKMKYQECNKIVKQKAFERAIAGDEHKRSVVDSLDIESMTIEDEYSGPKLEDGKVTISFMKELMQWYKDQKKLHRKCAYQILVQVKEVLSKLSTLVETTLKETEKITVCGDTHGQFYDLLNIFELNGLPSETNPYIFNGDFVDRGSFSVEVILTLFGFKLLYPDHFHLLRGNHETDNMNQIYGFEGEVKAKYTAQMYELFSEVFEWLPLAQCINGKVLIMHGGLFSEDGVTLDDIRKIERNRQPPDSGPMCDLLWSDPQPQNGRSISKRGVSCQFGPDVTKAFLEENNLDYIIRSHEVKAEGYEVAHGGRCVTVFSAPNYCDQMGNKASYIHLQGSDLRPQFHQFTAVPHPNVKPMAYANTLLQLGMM
TPT1 inhibitor: blocks Candida albicans tRNA 2'-phosphotransferase; inhibition, % at 5 µM; hit rate 0.81% among 300,000; recombinant caTPT1, FP RNA substrate dephosphorylation;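 active means inhibition above the mean of all tested compounds plus 3 SD, set per screening campaign, cut at about 24% in these data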;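 further: plate controls were DMSO alone for no effect and ferristatin control at 100 nM for full effect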
* hit, by the source's call; · = not tested or not shown; & = joins results of further samples. Some of the compounds tested; the hit share may differ from the screen's.

SMILES	Efflux pump mplx	PP1 inh	HCV core dimer	PREPL inh	JMJD2C inh	Fh CTSL1 inh	LYPLA2 counter	PP5 primary	TPT1 inhibitor
COc1cccc(C2C3=C(N=C4SCC(=O)N42)c2ccccc2CC3)c1OC (stereo not given)	0.0	0	29	-9	0	-2	5	1.9	4
COc1ccccc1CC(=O)Nc1ccc([N+](=O)[O-])cc1O	-0.2	-3	-7	16	-23	1	-7	4.1	-6
Cc1cccc(N2CCN(S(=O)(=O)c3ccc4[nH]c(=O)ccc4c3)CC2)c1C	-0.1	16*	32	-11	14	-7	-2	1.2	0
Cn1c(=O)c2c(SCC(=O)Nc3ccc4c(c3)OCCO4)nc(CC(C)(C)C)nc2n(C)c1=O	0.1	-5	11	1	13	-2	9	0.4	-2
O=C(c1ccco1)N1CCN(C(=O)c2ccccc2[N+](=O)[O-])CC1	0.1	-2	-1	9	-4	-5	-6	-1.6	4
COc1ccc(C(=O)OCC(=O)Nc2cccc(C(C)=O)c2)cc1OC	0.1	0	-5	-6	-2	-17	9	3.1	-1
CCN1CCN(c2cc(C)c3cc(NC(=O)c4ccc(Br)o4)ccc3n2)CC1	0.0	0	0	13	28&-4	2	0	1.0	-4
COc1ccccc1NC(=O)CSc1nnc2ccc(-c3cccnc3)nn12	-0.1	3	-4	8	6	1	5	1.4	2
COc1c2ccoc2cc2oc(C)cc(=O)c12	0.0	-6	1	2	-1	-3	0	-2.7	-4
Cc1ccc2c(c1)c1c3n2CCN(C(=O)C2CC2)C3CCC1 (stereo not given)	-0.2	0	-8	8	3	-3	1	-0.1	-5
CCC(C)[C@H](NC(=O)N1CCCC1)C(=O)OC (stereo not given in full)	-0.1	-1	0	1	17	0	-2	3.8	0
CN1C(=O)C2(OCCCO2)c2ccccc21	0.0	-1	7	-7	0	-6	5	-0.9	1
CN(Cc1ccccn1)Cc1nc(COc2ccccc2)no1	-0.1	-1	-1	1	6	-1	2	-0.4	-2
Nc1nonc1OCCc1ccccc1	-0.3	-5	-3	-1	-16	-1	0	-0.8	-1
Cc1cc(C)nc(NC(=O)CCCC(=O)O)c1	0.0	-1	-3	-7	-2	-3	1	-0.9	1
O=C(COC(=O)/C=C/c1ccccc1[N+](=O)[O-])NC1CC1	-0.1	-4	0	1	-19	-11	0	1.3	-1
NC(=O)CSCc1ccc(Br)cc1	0.1	4	-4	-4	-4	3	2	1.1	0
CCC1(CC)Cc2ccccc2-c2nc(-c3ccccc3)oc(=O)c21	0.1	0	-5	3	6	-2	6	0.9	-4
O=C(CCCC(=O)NC1CCCCC1)Nc1ccc([N+](=O)[O-])cc1	0.2	-4	-1	5	-8	0	10	1.9	-2
CCC(C)[C@@H](C(=O)N1CCNCC1)n1cc(CCCN=C(N)N)nn1 (stereo not given in full)	0.1	-2	-7	9	-1	-5	-14	-4.0	0
Cc1cc(=O)oc(C)c1C(=O)NCC(C)C	0.0	-1	-3	1	1	0	4	-0.5	0
Cc1ccc(CSCC(=O)N(C)CC(=O)Nc2ccc(C)cc2)cc1	0.1	2	-20	-11	2	5	10	-2.2	4
COc1ccc(-c2cc(C(=O)NCC3CCCO3)c3ccccc3n2)c(OC)c1 (stereo not given)	-0.5	-1	7	19	-7	1	2	-0.8	-1
COc1ccc(CC(=O)N2CCCc3ccccc32)cc1	0.0	0	-1	8	-7	-3	11	0.8	-3
O=C(Nc1cccc(S(=O)(=O)N2CCOCC2)c1)c1ccc(N2CCCC2=O)cc1	-0.5	-6	·	4	·	·	4	0.9	·
SMILES	Efflux pump mplx	PP1 inh	HCV core dimer	PREPL inh	JMJD2C inh	Fh CTSL1 inh	LYPLA2 counter	PP5 primary	TPT1 inhibitor
CC(CCc1ccccc1)NC(=O)c1ccc(C(=O)NC(C)CCc2ccccc2)cc1 (stereo not given)	-0.1	-3	-2	-5	·	-3	-5	0.9	-1
CCOC(=O)/C(C#N)=C/c1c(N2CCCCCC2)nc2ccccn2c1=O	-0.5	3	-7	2	2	6	3	1.5	-2
O=C(NCc1ccc2c(c1)OCO2)C1CCC(CNS(=O)(=O)c2cccc3nsnc23)CC1 (stereo not given)	0.0	3	-7	15	16	5	34*	-1.4	-3
C=CCNC(=O)COC(=O)/C=C/c1cccs1	0.2	-3	0	-2	-30	-6	-2	0.9	3
NC(=O)c1ccsc1NC(=O)CN1C(=O)NC2(CCCCC2)C1=O	0.1	3	·	17	5	·	4	1.1	·
CC(=O)OC1CC(C)(C)N(OC(=O)c2ccc(N)cc2)C(C)(C)C1	0.0	-3	-1	8	-4	5	1	-1.8	0
O=c1c2c(-c3ccccc3)csc2ncn1/N=C/c1c2ccccc2cc2ccccc12	0.3	12	15	-53	3	-5	-4	3.5	-2
CCOC(=O)c1ccc(NC(=O)CN2CCN(C(=O)c3ccco3)CC2)cc1	0.0	-4	-4	15	1	0	6	2.4	-3
Cc1ccc(C)c(S(=O)(=O)N2CC(=O)N(CCc3ccccc3)C(=O)C2)c1	1.4	10	0	-17	-10	-6	-4	-3.8	6
O=C(NNC(=S)Nc1cccc2ccccc12)c1cccc(Br)c1	0.1	1	6	-3	9	1	2	9.5	-4
CCOC(=O)c1nc(Nc2cc(Cl)ccc2OC)c2ccccc2n1	0.0	-1	8	-4	-10	3	-2	2.8	0
CCC1CCc2[nH]nc(C(=O)O)c2C1 (stereo not given)	0.1	2	-4	16	-17	-5	1	2.5	4
O=C(Nc1cc(Cl)ccc1-n1cncn1)c1cc(F)c(F)c(F)c1F	-0.1	-4	2	-4	-1	1	4	-0.2	-4
COC(=O)c1sccc1NC(=O)Nc1ccccc1F	0.0	-4	-2	0	8	-3	-2	1.8	-3
CCc1nonc1NC(=O)c1oc2ccc(C)cc2c1C	-0.1	6	-14	-5	10	-2	3	1.6	-2
N#Cc1cccc(C(=O)OCC(=O)NCc2ccco2)c1	0.1	-4	1	-6	2	-5	-3	0.3	-2
Cc1cc(-c2ccc(Cl)cc2)n2ncnc2n1	-0.1	-2	-1	-2	-1	1	-1	-1.6	0
C#CCSc1nnnn1-c1ccc(Br)c(C)c1	-0.1	-1	7	-2	1	-4	6	-1.4	-2
CCOC(=O)c1c(C)[nH]c(C)c1S(=O)(=O)NCCCc1ccco1	-0.1	0	2	0	15	2	18	0.2	0
O=C(NCc1ccco1)/C(=C/c1ccco1)NC(=O)c1ccco1	0.1	0	1	-1	17	19*	1	2.6	-7
COc1ccc(-c2ccc(NS(=O)(=O)c3cc([N+](=O)[O-])c(C)c([N+](=O)[O-])c3)cc2)nn1	-0.1	-4	27	-5	3	2	4	-0.3	-2
O=C(NC1c2ccccc2-c2ccccc21)c1ccccc1	0.4	3	7	-3	-2	-2	-6	1.9	1
Cn1c(C(=O)O)cnc1Sc1ncc(C(F)(F)F)cc1Cl	0.0	-2	-1	-1	67	-2	-1	2.8	1
O=C1C=C(c2ccc3ccccc3c2)C[C@@H](c2ccc(F)cc2)C1	0.1	-4	·	-33	0	·	-4	1.9	·
COc1ccc(-c2nc(NC(=O)C3=NN(c4cccc(C)c4)C(=O)CC3)sc2C)cc1	0.1	-5	17	4	1	-2	0	1.1	0
SMILES	Efflux pump mplx	PP1 inh	HCV core dimer	PREPL inh	JMJD2C inh	Fh CTSL1 inh	LYPLA2 counter	PP5 primary	TPT1 inhibitor
Cc1ccc(-n2nc3cc(Cl)c(NC(=O)c4ccco4)cc3n2)cc1	0.2	3	7	-2	6	1	-1	1.8	5
N#CCN1CCN(CC(=O)c2ccc(Br)cc2)CC1	0.5	-1	-3	0	-21	-3	-12	2.1	1
CN(Cc1nccn1C)C(=O)CC1C(=O)NCCN1Cc1ccccc1C(F)(F)F (stereo not given)	-0.1	-2	1	-4	-38	-3	-1	-1.6	-4
COc1ccc(C(=O)N[C@H](C(=O)Nc2nc3c(s2)CCCC3)C(C)C)cc1	0.0	1	-5	-1	10	1	-5	-2.0	1
CC1CCCC(C)N1C(=O)CSc1nc(N)cc(N)n1 (stereo not given)	0.2	-3	-2	-2	6	2	9	-0.8	1
O=C(Cn1c(=O)oc2ccccc21)Nc1cccc(Cl)c1	0.0	-1	8	-7	-8	-4	2	-4.6	4
C[C@H](NC(=O)c1nc[nH]c1C(=O)NC1CCN(C(=O)OC(C)(C)C)CC1)C(=O)OC(C)(C)C	-0.1	-2	6	-4	-2	-1	0	5.8	-3
CCC(CC)C(=O)NCc1ccccc1OC	-0.1	-3	0	5	-1	6	3	-3.1	-2
COc1cc(C(=O)NCc2cc3cc(Cl)ccc3n2C)cc(OC)c1OC	-0.2	-5	8	26	-6	1	-3	5.0	-3
CSc1nsc(SC)c1NC(=O)Nc1ccccc1C	0.2	-1	-14	1	2	0	-5	-0.7	2
CC(=O)OC[C@H]1O[C@@H](Sc2cccc3cccnc23)[C@H](OC(C)=O)[C@@H](OC(C)=O)[C@H]1OC(C)=O	0.2	1	5	8	3	2	5	0.2	3
COc1ccccc1NC(=O)COc1ccc(C(=O)NC2CCCc3ccccc32)cc1OC (stereo not given)	-0.2	0	12	-13	-6	-1	5	4.1	-2
COc1ccc2cc(S(=O)(=O)N3CCCCC3)ccc2c1S(=O)(=O)N1CCCCC1	-0.1	0	3	-3	4	4	4	0.2	-2
CCOC(=O)C1CCCN(C(=O)c2ccc(S(=O)(=O)Nc3ccccc3OC)cc2)C1 (stereo not given)	-0.1	-2	·	3	-3	·	-2	1.8	·

Nothing new here: entries from further up.
SMILES	Efflux pump mplx	PP1 inh	HCV core dimer	PREPL inh	JMJD2C inh	Fh CTSL1 inh	LYPLA2 counter	PP5 primary	TPT1 inhibitor
CN(Cc1nccn1C)C(=O)CC1C(=O)NCCN1Cc1ccccc1C(F)(F)F (stereo not given)	-0.1	-2	1	-4	-38	-3	-1	-1.6	-4
COc1ccc(C(=O)N[C@H](C(=O)Nc2nc3c(s2)CCCC3)C(C)C)cc1	0.0	1	-5	-1	10	1	-5	-2.0	1
CC1CCCC(C)N1C(=O)CSc1nc(N)cc(N)n1 (stereo not given)	0.2	-3	-2	-2	6	2	9	-0.8	1
O=C(Cn1c(=O)oc2ccccc21)Nc1cccc(Cl)c1	0.0	-1	8	-7	-8	-4	2	-4.6	4
C[C@H](NC(=O)c1nc[nH]c1C(=O)NC1CCN(C(=O)OC(C)(C)C)CC1)C(=O)OC(C)(C)C	-0.1	-2	6	-4	-2	-1	0	5.8	-3
CCC(CC)C(=O)NCc1ccccc1OC	-0.1	-3	0	5	-1	6	3	-3.1	-2
COc1cc(C(=O)NCc2cc3cc(Cl)ccc3n2C)cc(OC)c1OC	-0.2	-5	8	26	-6	1	-3	5.0	-3
CSc1nsc(SC)c1NC(=O)Nc1ccccc1C	0.2	-1	-14	1	2	0	-5	-0.7	2
CC(=O)OC[C@H]1O[C@@H](Sc2cccc3cccnc23)[C@H](OC(C)=O)[C@@H](OC(C)=O)[C@H]1OC(C)=O	0.2	1	5	8	3	2	5	0.2	3

3 compounds out of the list above, arranged by the value under TPT1 inhibitor, high to low.
SMILES,Efflux pump mplx,HCV core dimer,PREPL inh,JMJD2C inh,PP5 primary,TPT1 inhibitor
O=C(Cn1c(=O)oc2ccccc21)Nc1cccc(Cl)c1,0.0,8,-7,-8,-4.6,4
COc1ccc2cc(S(=O)(=O)N3CCCCC3)ccc2c1S(=O)(=O)N1CCCCC1,-0.1,3,-3,4,0.2,-2
C[C@H](NC(=O)c1nc[nH]c1C(=O)NC1CCN(C(=O)OC(C)(C)C)CC1)C(=O)OC(C)(C)C,-0.1,6,-4,-2,5.8,-3
